# LGR2 inh – inhibitors of bursicon-induced LGR2 CRE-luciferase signal, primary screen, cell-based, HEK293, CRE-luciferase reporter, bursicon stimulation; Drosophila bursicon receptor LGR2 (rickets); bursicon-stimulated, 4 h; inhibition, % at 9.99 µM; 380,000 tested, 0.35% active; AID 720647, 2013;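 active = drop in luminescence signal, shown as inhibition above about 50% in the replicate tests, limit read from the data, passing the limit was not always enough; inconclusive = probably only some replicates passing the limit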;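 also: agonist challenge used bursicon conditioned medium at about half maximal strength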
# PGC1a acetyl inh – inhibitors of PGC1a acetylation signal, primary screen, cell-based, U2OS, AlphaScreen, inhibitor mode; AlphaScreen anti-acetyl-lysine; with virally co-expressed GCN5 acetyltransferase; inhibition, % at 15.6 µM; 350,000 tested, 0.17% active; AID 651687, 2012;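 active = every replicate shows inhibition of at least 40%; inconclusive = mean inhibition at least 40% but some replicate below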;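 also: 0% = neutral control wells and 100% = positive control wells; some results beyond the cut were filed as inactive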
# ARNT-TACC3 inh – disruptors of ARNT/TACC3 protein interaction, primary screen, biochemical, AlphaScreen, single concentration; Transforming acidic coiled-coil-containing protein 3 (Homo sapiens), Q9Y6A5; 390,000 tested, 0.66% active; inhibition, % at 9.99 µM; AlphaScreen His-ARNT PAS-B/GST-TACC3 binding, luminescence; TACC3 fragment carries E629A point mutation;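 active = mean inhibition of replicates at least 50% and at least half of replicates each reaching 50%; inconclusive = half or more replicates reach 50% but mean below 50%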;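 also: 0% = complete ARNT plus TACC3 wells and 100% = ARNT alone without TACC3; many hits fall short of the cut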
# Statin myotox sup – suppressors of statin myotoxicity in C2C12 myotubes, primary screen, cell-based, single point, plate reader. C2C12 myotubes + simvastatin, ATP luminescence, 48 h; scaled: DMSO 0, geranylgeraniol control 100. rescue of ATP level, % at 7.49 µM. 330,000 tested, 0.78% active;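 active = mean ATP rescue above about 67%, or every replicate alone reaching that limit, limit read from the data, passing the limit was not always enough; inconclusive = no clear call, values can overlap the other calls; inactive = mean under the limit and some replicate under it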;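 also: myotubes were challenged with 10 µM simvastatin during compound exposure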
# PglD DTNB – C. jejuni PglD acetyltransferase inhibitors, primary screen, biochemical, DTNB colorimetric, single point; UDP-N-acetylbacillosamine N-acetyltransferase PglD (Campylobacter jejuni); purified PglD enzyme, DTNB colorimetric CoA detection; inhibition, % at 12.5 µM; 360,000 tested, 0.098% active; AID 602405, 2012; in the data active = inhibition above about 16%, passing the limit was not always enough; inconclusive = no clear call, values can overlap the other calls; also: strong numbers were not always called active
# GSIS activator – GLuc luminescence reporter in INS-1E cells, primary screen for activators of glucose-dependent secretion of insulin; 370,000 tested, 0.61% active; activation, % at 16.6 µM; INS-1E GLuc reporter insulin secretion, 2-3 h; AID 743287, 2014;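 active = lowest replicate activation of at least 40%, so every replicate reaches that level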;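 also: 0% = median of neutral control wells and 100% = median of IBMX positive control wells; some compounds called inactive have numbers as strong as hits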
# Cneo AK release – Cryptococcus neoformans cell lysis inducers, primary screen, AK release luminescence, single concentration; lysis activity, % at 15 µM; C. neoformans lysis, adenylate kinase release luminescence, 4 h; normalised: neutral wells 0, clomiphene wells 100; 360,000 tested, 0.2% active;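 active = mean lysis activity across replicates of at least 80%, whatever share of replicates individually reach that level; inactive = mean lysis activity below 80%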
#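 Material – log-phase Cryptococcus neoformans yeast cells · Input – 5 × 10^6 yeast cells/mL · Medium – fresh YPD growth medium · Doses – single compound concentration per well · Timing – static 4 h at 37 °C with compound, 1 h detection · Detection – adenylate kinase release luminescence · Read-out – signal increase indicating cell lysis · Control set – Clomiphene as positive lysis control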
# PAX8 reporter – inhibitors of PAX8-driven TPO luciferase reporter, primary screen, RMG-I cells, single concentration; SteadyGlo, 24 h; inhibition, % at 12.6 µM; 360,000 tested, 1.2% active; AID 652154, 2013;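 active = mean replicate inhibition at least 60% with every replicate also reaching 60%; inconclusive = only one of the two criteria is met; inactive = mean below 60% and not all replicates reaching 60%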;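 also: luciferase light reporting Pax8 driven TPO promoter activity; plate controls were median of neutral control wells for no effect and mitoxantrone controls for full effect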
# The depositor's hits bear a star; ? = inconclusive; . = not tested or not shown; & = joins results of further samples. These rows are one share of the data (hit frequency here may not be typical).
compound	ARNT-TACC3 inh	PAX8 reporter	PglD DTNB	PGC1a acetyl inh	Cneo AK release	LGR2 inh	Statin myotox sup	GSIS activator
COc1cc(CN=C(C)c2c(O)n(C3CCCCC3)c(=O)[nH]c2=O)cc(OC)c1	-2	28	.	-19	.	-5	.	3
CCCNC(=O)N1[C@H]2CC[C@@H]1C(C(=O)OC)=C(c1cccc(C#N)c1)C2	7	-14	9	-5	32	6	10	0
Cc1ccc(C(=O)COC(=O)Cc2ccccc2)cc1	-4	-13	-1	-2	-6	-36	-2	14
C=C1N2CCC(CC2)C1(O)c1ccc(C)cc1 (configuration not stated)	1	-1	-13	-46	-3	.	-6	.
CCN1C(=O)NC(=O)/C(=C\c2cn(CC(=O)N3CCCC3)c3ccccc23)C1=O	2	6	2	2	-4	17	-13	4
COC1=CC=C2[C@H]3Cc4ccc(OC)c5c4[C@@]2(CCN3C)[C@H]1O5	-5	12	13	10	-1	3	-9	9
Brc1cc2c(cc1CN1CCN(c3ccccc3)CC1)OCCO2	6	0	-2	.	-3	0	-21	-7
O=c1[nH]c2ccccc2n1C1CCN(C(c2cc3ccccc3o2)c2nnnn2Cc2ccccc2)CC1 (configuration not stated)	.	108*	3	49*	-1	72*	-12	-9
Cc1ccc(CNCCc2ccccc2F)cc1	-3	-13	.	.	.	-5	.	34
CCOC(=O)[C@@H]1[C@@H]2NC(=S)N(C)[C@@]1(COCc1ccc(OC)cc1)Oc1ccccc12	27	8	2	0	-2	.	.	.
COc1cc2[nH]c(C(=O)N3CCC4(CC3)OCCO4)cc2c(OC)c1OC	.	-4	-1	-16	2	-4	21	-4
Cc1cc(-c2ccccc2)cc(-c2ccccc2)[n+]1CCc1ccccc1	-2	85*	1	-10	-3	9	-127	-41
C=CCn1c(O)c(C=NC2CCN(Cc3ccccc3)CC2)c(=O)[nH]c1=O	-6	-18	20*	-4	1	-8	-14	1
COc1cccc(C2CCN(CC(=O)Nc3cc(Cl)ccc3OC)CC2O)c1 (configuration not stated)	-8	12	.	.	.	11	16	-14
COc1ccc(-n2c(/C=C3/C(=O)Nc4ccccc43)nc3ccccc3c2=O)cc1	-6	-10	.	5	.	29	.	9
O=S(=O)(NC1CCCCCCC1)OCC(Cl)(Cl)Cl	-4	7	-3	-7	-1	-3	-4	0
C=CCN1C(=O)C2(C(C(=O)OCC)=C(N)Oc3ccccc32)C2=C1CCCC2=O (configuration not stated)	-9	.	0	6	3	.	2	.
Cc1ccc(-n2c(-c3cccs3)nc3ccccc3c2=O)cc1	2	.	-5	8	1	.	7	.
Cn1c(O)c(C=NC2CC(C)(C)NC(C)(C)C2)c(=O)n(C)c1=O	-1	.	2	-2	0	3	-3	-4
CCCCn1c(O)c(C(CC)=Nc2ccc(OC)cc2OC)c(=O)[nH]c1=O	.	.	4	1	-1	.	17	.
Clc1ccc2sc(C3CCNCC3)nc2c1	-24	-61	-6	0	2	-68	3	-10
CN1CCN(c2ccc(S(C)(=O)=O)cc2[N+](=O)[O-])CC1	-2	-8	4	.	-1	2	.	0
COc1ccccc1N1CCN(CCc2ccccc2)CC1	5	44	-3	2	-2	1	-1	19
COc1ccc(OC)c(N2C(=O)NC(=O)/C(=C\c3ccc([N+](=O)[O-])s3)C2=O)c1	21	10	-4	.	0	6	5	-11
C[N+]1(C)CCOC(O)(c2ccc(-c3ccc(C4(O)C[N+](C)(C)CCO4)cc3)cc2)C1 (configuration not stated)	-5	5	-3	9	-3	-3	-4	-9
COc1ccc(-n2nc(C(=O)NCC(=O)N3CCC4(CC3)OCCO4)c3ccccc3c2=O)cc1Cl	.	-48	-2	-2	-11	-27	-14	-3
CC(=O)Nc1cccc([As](=O)(c2cccc(NC(C)=O)c2)c2cccc(NC(C)=O)c2)c1	14	11	-4	4	-1	-3	0	16
CN(C(=O)COC(=O)c1cn(C)c2ccccc12)C1CCCCC1	0	-1	2	-1	0	-15	6	0
CCC(=NCCC(c1ccccc1)c1ccccc1)c1c(O)n(C)c(=O)n(C)c1=O	-2	13	4	.	2	-13	-47	-10
C[N+](C)(C)CC#CCOC(=O)Nc1cccc(Cl)c1	-6	-1	4	0	1	-4	-23	3
O=C(CN1CCN(c2ccccc2F)CC1)Nc1cccnc1Cl	8	11	.	-4	.	-19	.	-6
C=CCn1c(O)c(C(CC)=NCc2ccc3c(c2)OCO3)c(=O)[nH]c1=O	.	1	4	-5	1	0	.	26
Cn1c(O)c(C=NC2CC3CCC2(C)C3(C)C)c(=O)[nH]c1=O (configuration not stated)	-4	.	3	2	-2	.	-11	.
COc1ccc(CC(C)NCCC(c2ccccc2)c2ccccc2)cc1 (configuration not stated)	5	58	0	-16	1	19	-4	-2
C[C@]12CCC3C(C1CCC2=O)[C@H](O)C[C@H]1C[C@@H](O)CC[C@]31C (some centres not stated)	-5	-7	4	.	2	17	-2	.
N#Cc1ccccc1Cn1cc(C(=O)c2cccs2)c2ccccc21	8	10	0	-9	-1	.	-8	.
COc1cc(CC(C)N)c(OC)cc1I (configuration not stated)	2	-12	-1	.	0	2&13	-3	15&-7
COc1cc(C(=O)NC(=S)N2C[C@H]3C[C@H](C2)c2cccc(=O)n2C3)cc(OC)c1OC	14	.	1	8	3	-15	8	9
Cc1ccc(-c2nc3ccccc3c(=O)n2-c2nccs2)cc1	-5	.	1	1	-1	-22	-75	-31
O=C1NC(=O)C(=Cc2ccc(Sc3ccccc3)o2)C(=O)N1	1	-54	2	-12	-5	.	.	.
CCCCN1CCC(C#N)(Nc2ccccc2)CC1	-4	8	-5	11	0	4	5	10
CC1CCC(N(C)C2CCN(C)CC2)CC1 (configuration not stated)	.	14	7	-6	-1	2	0	9
CCCCN1C(=O)NC(=O)/C(=C/c2cnc(SC)nc2)C1=O	-13	.	3	9	2	.	11	.
CCC(=O)OC(Cc1ccccc1)(c1ccccc1)[C@H](C)CN(C)C (some centres not stated)	-5	.	-4	-8	-3	7	-11	10
O=C(O)COc1cc(Cl)c(Cl)cc1Cl	.	-2	-3	-24	-1	10	-1	3
CN(C)CCN(CC1CCCN(Cc2ccccc2F)C1)C(=O)Cc1c(F)cccc1F (configuration not stated)	-2	1	0	-13	-1	-4	13	0
CCCCn1nnnc1C(c1ccccc1)N1CCC2(CC1)C(=O)NCN2c1ccccc1 (configuration not stated)	.	1	2	5	-21	1	14	-19
CCOC(=O)c1c(C)n(CCN2CCN(C)CC2)c2ccc(OC)cc12	0	.	6	2	5	.	-66	.
COC(=O)C1=C(c2ccc(F)cc2OCc2ccccc2)C[C@@H]2CC[C@H]1N2C(=O)N1CCC(O)(c2ccc(Cl)cc2)CC1	2	59	0	-3	-1	8	-2	3
Cc1nc2ccccc2c(=O)n1-c1ccc(Cl)cc1Cl	34	8	2	.	0	2	-1	4
COc1ccc(-n2c(=S)[nH]c3ccc(C)cc3c2=O)cc1	.	7	0	.	2	6	2	.
COc1cc2c(c(OC)c1)C(=O)OC(C)CCCC(=O)CCCCC2 (configuration not stated)	7	26	-5	-11	0	11	15	7
COC(=O)C1=C(c2ccc(S(C)(=O)=O)cc2)C[C@@H]2CC[C@H]1N2C(=O)N1CCC(C)CC1	-12	-6	1	16	-2	.	1	.
c1ccc(CCn2nnnc2CN2CCC(n3nnc4ccccc43)CC2)cc1	-4	.	-2	2	-1	.	-20	.
CCN1CCN(c2ccc([N+](=O)[O-])cc2C(=O)OC)CC1	.	-3	3	-1	1	-13	.	-6
CC(=O)C1C(=O)NC23CCCCC2C1c1ccccc1O3 (configuration not stated)	2	.	1	-15	-2	-1	10	6
CCOC(=O)c1c(/N=C/C2C(=O)NC(=O)NC2=O)sc2c1CCC2	3	-12	6	-1	2	12	5	7
CN1[C@@H]2CC[C@H]1CC(OC(=O)C1C=Nc3ccccc31)C2 (some centres not stated)	6	-5	5	2	-2	-4	6	.
COc1ccc(Cn2c(O)c(C=NCCN3CCOCC3)c(=O)[nH]c2=O)cc1	0	.	0	.	-2	.	-2	.
CC(C)(C)n1nnnc1C(c1cccs1)N1CCC2(CC1)C(=O)NCN2c1ccccc1 (configuration not stated)	.	-1	-4	-8	1	-5	-7	1

# Reprinted at random: 2 records from the list
compound	ARNT-TACC3 inh	PAX8 reporter	PglD DTNB	PGC1a acetyl inh	Cneo AK release	LGR2 inh	Statin myotox sup	GSIS activator
COc1cc(C(=O)NC(=S)N2C[C@H]3C[C@H](C2)c2cccc(=O)n2C3)cc(OC)c1OC	14	.	1	8	3	-15	8	9
CCN1CCN(c2ccc([N+](=O)[O-])cc2C(=O)OC)CC1	.	-3	3	-1	1	-13	.	-6

# New compounds follow:
compound	ARNT-TACC3 inh	PAX8 reporter	PglD DTNB	PGC1a acetyl inh	Cneo AK release	LGR2 inh	Statin myotox sup	GSIS activator
Fc1ccc(Cn2nnnc2C(c2ccc(Cl)cc2)N2CC=C(c3ccc(F)cc3)CC2)cc1 (configuration not stated)	.	7	2	.	-2	6	5	-4
CN(C)C(=O)[C@@H]1[C@@H](CO)[C@@H]2Cn3c(cccc3=O)[C@H]1N2CC1CC1	1	.	-4	.	12	-17	5	16
COC(=O)C1=C(c2ccc(OC)c(OC)c2)C[C@@H]2CC[C@H]1N2C(=O)NC1Cc2ccccc2C1	-1	7	6	.	0	-8	3	-31
O=C(CN1CCCCC1)c1ccccc1F	-1	5	.	.	.	-22	.	12
COc1ccc(C(=O)C2CCCN(Cc3ccon3)C2)c(OC)c1 (configuration not stated)	.	10	-2	6	3	-3	-2	20
OC(CNC1CCCCC1)C(F)(F)F (configuration not stated)	-3	3	.	-14	.	-16	.	10
N#Cc1cccc(-c2ccc([C@@H]3[C@H](CO)N4CCCCN(C(=O)Cc5cccnc5)C[C@@H]34)cc2)c1	-1	6	0	8	1	-6	-28	-2
COc1ccccc1-n1c(O)c(/C=C2\C=Nc3ccccc32)c(=O)[nH]c1=O	-4	-19	1	.	0	?	-19	-10
Cc1ccccc1N1C(=O)NC(=O)/C(=C\c2cc(C)n(C)c2C)C1=O	3	-14	1	.	-3	9	.	2
COC(=O)[C@@H]1[C@@H](CO)[C@@H]2Cn3c(ccc(-c4ccccc4)c3=O)[C@H]1N2CC1CC1	-10	.	1	.	53	-9	10	18
Clc1ccc(OCC#CCN2CCOCC2)cc1	-9	-46	-1	.	-1	-14	-3	-8
O=C1NC(=O)C(CCc2ccncc2)(c2ccccc2)C(=O)N1	-11	5	-2	18	-3	.	4	.
Cc1cc(OCC(=O)O)c2c3c(c(=O)oc2c1)CCCC3	23	.	4	0	0	.	-5	.
C=CCCC1(CC)C(=O)NC(=S)NC1=O	-1	-7	.	.	.	-3	.	28
